High-throughput results (PubChem)
KCNQ1 inh – inhibitors of human KCNQ1 channel, primary screen, cell-based, thallium flux, high-throughput; Potassium voltage-gated channel subfamily KQT member 1 (Homo sapiens), P51787; CHO-K1 KCNQ1, FluxOR thallium flux fluorescence; hits give high values; B-score at 10 µM; 1.3% of 310,000 active;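 active means compounds whose thallium flux B-score, printed positive for inhibition, exceeds three library SD while starting fluorescence stays within three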;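 further: channel opened by potassium depolarization with thallium stimulus after 20 min compound exposure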
GSK3B inh – human GSK3beta kinase inhibitors, primary screen, biochemical, cell-free homogeneous, HTS. GST-GSK3beta kinase, ADP-Glo luminescence, 60 min; hits give low values. activity score (negative = inhibition), % at 10 µM. 0.038% of 300,000 active;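 active means more than half of replicate wells score below -50%, meaning over 50% inhibition versus plate controls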;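 further: 0% = median DMSO wells and -100% = median GW8510 positive control wells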
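test system = GST-tagged human GSK3beta kinase, cell-free | reagent = 25 µM ATP with peptide substrate | dosing = one dose of 10 µM per compound | schedule = 60 min reaction, RT | detection = luminescent ADP-Glo measurement of ADP formed | control set = DMSO neutral wells and GW8510 at 20 µM as positive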
PolyA inh – polyadenylation inhibitors in yeast reporter cells, primary screen, luminescence, S. cerevisiae; 0.02% of 300,000 active; calls only at 12 µM; S. cerevisiae SKY197-pL101 polyadenylation reporter, beta-gal luminescence; efflux-impaired pdr1/pdr3 knockout yeast; score 100 = 6 SD above DMSO; AID 1875, 2009;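 active means lowest replicate activity score at least 50, where 100 means six control SD above control mean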;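 further: yeast exposed to compound for 9 h at 30 °C; higher score means more reporter readthrough which indicates perturbed polyadenylation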
RGS4 act – RGS4 potentiators or activators, primary screen, cell-based, HEK293 M3R inducible RGS4, calcium flux | carbachol calcium flux Fluo4; hits give low values | B-score at 10 µM | 0.92% of 310,000 active;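 active means B-score of the integrated calcium signal more than 4 SD below the library mean, with starting fluorescence not abnormally high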;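 further: negative B-score means reduced calcium response which marks RGS4 activation or potentiation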
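Assay system: HEK293 FlpIn-TREx cells, stable M3R, doxycycline-inducible RGS4 / Probe or stimulus: carbachol, ECmax concentration / Times: overnight RGS4 induction, 30 min dye load 37 °C, 20 min compound RT / Signal: kinetic calcium fluorescence imaging with Fluo4-AM dye, 2 µM / Measure: Agonist-evoked peak-minus-minimum fluorescence over baseline, integrated ratio, B score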
Dyrk1A ADPGlo – rat Dyrk1A kinase inhibitors, primary screen, biochemical, single point, plate reader; 0.43% of 310,000 active; Dual specificity tyrosine-phosphorylation-regulated kinase 1A (Rattus norvegicus), Q63470; AID 504441, 2011; ADP-Glo luminescence, NFATc1 peptide; inhibition, % at 12.5 µM; in the data active means inhibition above about 50%;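 further: plate controls were vehicle with enzyme for no effect and no enzyme for full effect; many of its hits are not listed in these tables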
KCNK3 inh – human KCNK3 channel inhibitors, primary screen, CHO cells, FluxOR thallium flux, B-score; Potassium channel subfamily K member 3 (Homo sapiens), O14649; FluxOR fluorescence; hits give low values; B-score at 10 µM; 0.84% of 340,000 active; AID 602410, 2012;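 active means B-score under library mean minus 4 SD, starting fluorescence ratio at most library mean plus 5 SD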;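 further: more negative B-score means stronger inhibition of thallium flux through KCNK3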
KCNQ1 act – potentiators or activators of KCNQ1 channel, primary screen, cell-based, thallium flux, high-throughput; Potassium voltage-gated channel subfamily KQT member 1 (Homo sapiens), P51787; CHO-K1 KCNQ1, thallium flux FluxOR fluorescence; hits give high values; B-score at 10 µM; 0.35% of 310,000 active; AID 2648, 2010;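 active means fluorescence ratio B-score, a plate-corrected score, at least three library SD, with initial intensity B-score within 5 SD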
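Assay system: CHO-K1 cells stably expressing KCNQ1; Medium: assay buffer with matched DMSO; Also added: K+/Tl+ depolarizing stimulus; Dosing: single dose; Timing: dye 90 min, compound 20 min, room temperature; Measured by: kinetic FluxOR thallium fluorescence, 10-s 1-Hz baseline, 110-s post-stimulus read; Read-out: peak-minus-minimum fluorescence over initial fluorescence, negative-control normalized, B-scored.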
KCNK9 block – KCNK9 potassium channel inhibitors, primary screen, HEK293 cells, thallium flux; FluxOR thallium flux fluorescence; hits give low values; B-score at 10 µM; 1.2% of 310,000 active; AID 488922, 2010;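 active means ratio B-score over 3 SD below the library mean, with starting fluorescence within 5 SD of its mean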;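 further: negative B-score means less thallium flux so channel inhibition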
HDAC3 inh – HDAC3 deacetylase inhibitors, primary screen, biochemical, fluorescence, cell-free homogeneous; inhibition, % at 8.3 µM; Histone deacetylase 3 (Homo sapiens), O15379; 0.15% of 320,000 active; recombinant HDAC3, fluorogenic peptide/trypsin coupled; in the data active means inhibition above about 26%, passing the limit was not always enough
Target sequence (O15379 whole entry, looked up): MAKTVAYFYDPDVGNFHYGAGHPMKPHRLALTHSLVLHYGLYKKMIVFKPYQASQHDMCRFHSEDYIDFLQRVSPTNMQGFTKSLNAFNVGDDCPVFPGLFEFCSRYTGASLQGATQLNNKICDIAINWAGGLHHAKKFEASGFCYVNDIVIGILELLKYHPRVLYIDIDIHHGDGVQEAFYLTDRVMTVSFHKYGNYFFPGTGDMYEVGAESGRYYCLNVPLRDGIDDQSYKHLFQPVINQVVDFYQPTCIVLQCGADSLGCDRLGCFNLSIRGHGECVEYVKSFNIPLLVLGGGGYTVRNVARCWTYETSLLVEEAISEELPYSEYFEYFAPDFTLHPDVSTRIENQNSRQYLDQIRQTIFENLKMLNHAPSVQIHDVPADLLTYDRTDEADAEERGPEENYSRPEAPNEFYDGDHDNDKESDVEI
hERG protect – hERG rescue from dofetilide block, primary screen, cell-based, CHO-hERG, FluxOR thallium flux, dofetilide IC70 | Voltage-gated inwardly rectifying potassium channel KCNH2 (Homo sapiens), Q12809 | dofetilide IC70 present | activation (rescue from dofetilide block), less the hit threshold, % at 10 µM | 0.51% of 310,000 active | AID 1511, 2009;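 active means activation above the mean of controls blocked by dofetilide plus 5 SD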;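 further: thallium influx through hERG after potassium depolarization seen as dye fluorescence rise; in these data hits start at about 4.7%; inactives centre near -7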
GSK3A inh – blockers of GSK3A enzyme activity – biochemical, luminescence, cell-free homogeneous, HTS, primary screen | GSK-3 alpha kinase, ADP-Glo luminescence, 60 min | inhibition, % at 10 µM | 0.1% of 320,000 active | AID 2650, 2010 | Glycogen synthase kinase-3 alpha (Homo sapiens), P49840;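 in the data active means inhibition above about 50%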;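 further: GST-tagged GSK-3 alpha with peptide substrate and 25 µM ATP; 0% = DMSO neutral wells and 100% = GW8510 positive control wells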
Target sequence (P49840 whole entry, looked up): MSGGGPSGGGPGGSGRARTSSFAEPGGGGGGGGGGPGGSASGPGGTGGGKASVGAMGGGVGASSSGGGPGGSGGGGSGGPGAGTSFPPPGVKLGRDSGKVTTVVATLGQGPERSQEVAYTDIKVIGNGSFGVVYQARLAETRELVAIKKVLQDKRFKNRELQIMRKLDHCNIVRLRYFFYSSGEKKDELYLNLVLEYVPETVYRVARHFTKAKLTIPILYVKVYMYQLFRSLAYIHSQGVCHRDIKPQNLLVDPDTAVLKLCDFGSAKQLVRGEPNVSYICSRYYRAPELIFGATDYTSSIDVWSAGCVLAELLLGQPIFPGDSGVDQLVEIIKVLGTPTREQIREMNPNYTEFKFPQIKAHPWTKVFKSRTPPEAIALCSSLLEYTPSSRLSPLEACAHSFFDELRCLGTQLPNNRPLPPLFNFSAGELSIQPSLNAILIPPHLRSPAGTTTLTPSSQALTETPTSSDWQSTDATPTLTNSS
* = called active by the depositor; i = inactive; / = no result given; & = joins results of further samples; ! = a repeat was not active. This is a subset; rates above refer to the full screens.

SMILES | KCNQ1 inh | GSK3B inh | PolyA inh | RGS4 act | Dyrk1A ADPGlo | KCNK3 inh | KCNQ1 act | KCNK9 block | HDAC3 inh | hERG protect | GSK3A inh
Cc1sc2ncn(CC(=O)NCc3ccccc3)c(=O)c2c1C | i | 12 | i | i | 2 | i | i | i | 0 | -4 | -1
CCN(CC)CCNC(=O)CCn1c(=S)[nH]c2cc3c(cc2c1=O)OCO3 | i | 3 | i | i | -3 | i | i | i | 8 | -13 | 0
COc1ccc(-n2c(SC)nc(O)cc2=O)cc1 | i | 0 | i | i | 0 | i | i | i | 2 | -7 | 1
Cc1sc2c(c1C)c(=O)nc1scc(CC(=O)O)n12 | i | 7 | i | i | -2 | i | i | i | -4 | -9 | 0
COc1ccc(CNC(=O)c2cc(-c3cc(C)ccc3O)n[nH]2)cc1 | i | -7 | i | i | -7 | i | i | i | 4 | -15 | 1
COc1cc(C)c(S(=O)(=O)n2nnc3ccccc32)cc1C | i | 3 | i | i | 1 | i | i | i | 0 | -6 | -5
CN(C)C(CNC(=O)CNC(=O)c1ccc(Br)cc1)c1ccccc1 (stereo unspecified) | i | -1 | i | i | / | i | i | i | 1 | -8 | 0
COc1ccccc1CN(C)C(=O)c1sccc1-c1ccccc1 | i | -5 | i | i | / | i | i | i | 2 | -10 | -1
CCOc1cc(C)nc(N2CCN(C3CCCCC3)CC2)n1 | i | 1 | i | i | / | i | i | i | -9 | 3 | -5
Cc1cccn2c(=O)c3cc(C#N)c(=NC(=O)c4ccccc4)n(Cc4ccco4)c3nc12 | i | 2 | i | i | 6&0 | -9.1*! | i | -7.3* | -82 | -22 | 1
O=c1c2[nH]c3ccc(F)cc3c2ncn1CCN1CCN(Cc2ccccc2)CC1 | i | 1 | i | i | -4 | i | i | i | / | -10 | 3
COc1ccc(C(=O)NCCN2C(=O)S/C(=C\c3cccnc3)C2=O)c(OC)c1OC | i | 5 | i | i | 0 | i | i | i | -1 | -10 | 2

Continued, starting with the last five of the part before.
SMILES | KCNQ1 inh | GSK3B inh | PolyA inh | RGS4 act | Dyrk1A ADPGlo | KCNK3 inh | KCNQ1 act | KCNK9 block | HDAC3 inh | hERG protect | GSK3A inh
COc1ccccc1CN(C)C(=O)c1sccc1-c1ccccc1 | i | -5 | i | i | / | i | i | i | 2 | -10 | -1
CCOc1cc(C)nc(N2CCN(C3CCCCC3)CC2)n1 | i | 1 | i | i | / | i | i | i | -9 | 3 | -5
Cc1cccn2c(=O)c3cc(C#N)c(=NC(=O)c4ccccc4)n(Cc4ccco4)c3nc12 | i | 2 | i | i | 6&0 | -9.1*! | i | -7.3* | -82 | -22 | 1
O=c1c2[nH]c3ccc(F)cc3c2ncn1CCN1CCN(Cc2ccccc2)CC1 | i | 1 | i | i | -4 | i | i | i | / | -10 | 3
COc1ccc(C(=O)NCCN2C(=O)S/C(=C\c3cccnc3)C2=O)c(OC)c1OC | i | 5 | i | i | 0 | i | i | i | -1 | -10 | 2
O=C(/C=C/c1ccccc1Cl)Nc1ccc(-c2nnc3n2CCCCC3)cc1 | i | 3 | i | -8.1* | -2 | i | i | i | -4 | -5 | 4
Cn1c(CCCOc2ccc(Cl)cc2Cl)n[nH]c1=S | i | 0 | i | i | / | i | i | i | -1 | -11 | 7
COCCN(CCOC)S(=O)(=O)c1ccc(C(=O)Nc2sc3c(c2C(N)=O)CCCCC3)cc1 | i | 3 | i | i | 1 | i | i | i | 8 | -8 | -2
O=C(CCn1nnc2ccccc21)Nc1nnc(Cc2ccc(F)cc2)s1 | i | 5 | i | i | -3 | i | i | i | -7 | -12 | -1
Cc1cc(-c2ccccc2)[nH]c(=O)c1C#N | i | 2 | i | i | 0 | i | i | i | 2 | -2 | -1
COCCCNC(=O)c1ccc2c(=O)n(C3CCCC3)c(=S)[nH]c2c1 | i | 2 | i | i | 7 | i | i | i | 4 | -12 | -1
CC1CC(C)CN(CCCNC(=O)CCNC(=O)Cn2ccc3ccccc3c2=O)C1 (stereo unspecified) | i | -4 | i | i | -3 | i | i | i | 2 | -9 | 2
CSCCC(NC(=O)c1ccccc1Br)C(=O)NCc1ccc(F)cc1 (stereo unspecified) | i | 1 | i | i | 1 | i | i | i | -4 | -4 | 10
C[C@H](NC(=O)[C@H](Cc1ccccc1)NC(=O)c1cc2cc(Cl)ccc2n1C)C(=O)O | i | 3 | i | i | 4 | i | i | i | 0 | -4 | -4
Cc1noc(C)c1COc1cccc(C(=O)OCC(=O)N2CC(=O)Nc3ccccc32)c1 | i | -2 | i | i | 12 | i | i | i | -12 | -4 | -2
CCOc1ccc2c(c1)OC(c1ccc(OC)cc1)(C(F)(F)F)NC2=O (stereo unspecified) | i | 1 | i | i | -3 | i | i | i | -1 | -3 | -3
O=C(CN1C2CCCC1CC(NC(=O)c1ccccc1)C2)NC1CC1 (stereo unspecified) | i | 0 | i | i | -6 | i | i | i | -8 | -18 | 0
COC(=O)CNC(=O)CSc1ccccn1 | i | 1 | i | i | 8 | i | i | i | 1 | -9 | 9
CCOc1ccc(NC(=O)CSc2ncn[nH]2)c([N+](=O)[O-])c1 | i | 1 | i | i | -2 | i | i | i | -4 | -4 | 0
Cc1ccc(C(=O)c2ccc([N+](=O)[O-])cc2)cc1C | i | 4 | i | i | -2 | i | i | i | 2 | -9 | -4
Cc1cccc(CSC(=N)N)c1 | i | 5 | i | i | 0 | i | i | i | -1 | -11 | 2
CCOc1ccc(S(=O)(=O)NCCC(=O)NC(C)CCc2ccccc2)cc1 (stereo unspecified) | i | 3 | i | i | 6 | i | i | i | 7 | -12 | -1
NC(=O)c1ccc(Nc2ccc([N+](=O)[O-])cc2[N+](=O)[O-])cc1 | i | 0 | i | i | 3 | i | i | i | 5 | -9 | 1
Cc1cccc(S(=O)(=O)Nc2ccc(C)c3c2OC(C)(C)C3)c1 | i | / | i | i | -24 | i | i | i | -1 | -9 | -1
O=C(C1CCCCN1S(=O)(=O)c1ccccc1[N+](=O)[O-])N1CCCCC1 (stereo unspecified) | i | -3 | i | i | 4 | i | i | i | 0 | -8 | -1
O=C(NCC1CCCO1)C(C(=O)c1ccc(F)cc1)n1ccccc1=O (stereo unspecified) | i | 0 | i | i | 8 | i | i | i | 2 | -2 | -1
Cc1ccc(S(=O)(=O)N2CCN(C(=S)NCC3CCCO3)CC2)cc1 (stereo unspecified) | i | 1 | i | i | 3 | i | i | i | 0 | -8 | -2
COc1ccc2[nH]cc(C(O)CN3CCN(c4ccccc4F)CC3)c2c1 (stereo unspecified) | i | -3 | i | i | / | i | i | i | / | -6 | 2
COc1ccc(S(=O)(=O)N2CC3C4C=CC(C4)C3C2)cc1 (stereo unspecified) | i | 0 | i | i | 4 | i | i | i | -3 | -8 | -1

Brought forward from above: 2 compounds; new compounds follow.
SMILES | KCNQ1 inh | GSK3B inh | PolyA inh | RGS4 act | Dyrk1A ADPGlo | KCNK3 inh | KCNQ1 act | KCNK9 block | HDAC3 inh | hERG protect | GSK3A inh
COc1ccc2[nH]cc(C(O)CN3CCN(c4ccccc4F)CC3)c2c1 (stereo unspecified) | i | -3 | i | i | / | i | i | i | / | -6 | 2
COc1ccc(S(=O)(=O)N2CC3C4C=CC(C4)C3C2)cc1 (stereo unspecified) | i | 0 | i | i | 4 | i | i | i | -3 | -8 | -1
Cc1c(NC(=O)C(C)OC(=O)c2sc3ccccc3c2Cl)c(=O)n(-c2ccccc2)n1C (stereo unspecified) | i | -5 | i | i | 0 | i | i | i | -4 | -7 | -6
COc1ccc(S(=O)(=O)N2CCCC(C(=O)NCCC3=CCCCC3)C2)cc1 (stereo unspecified) | i | -1 | i | i | -6 | i | i | i | -5 | -12 | -1
CCCOC(=O)c1ccc(OCC(O)CN2C(=O)NC(C)(C)C2=O)cc1 (stereo unspecified) | i | 0 | i | i | -2 | i | i | i | -4 | -9 | 0
CCC1(C)Cc2nc3[nH]c(=S)n(-c4ccc(C)cc4)c(=O)c3cc2CO1 (stereo unspecified) | i | 1 | i | i | -6 | i | i | i | 1 | -8 | -2
C=CCN1C(=O)C(C)NC1=S (stereo unspecified) | i | 3 | i | i | / | i | i | i | / | -6 | /
O=C(NCc1ccccc1Cl)C1CCN(S(=O)(=O)c2ccc(F)cc2)CC1 | i | -1 | i | i | 2 | i | i | i | 14 | -6 | 0
Cc1ccc(CNC(=O)CCCc2ccccc2)cc1 | i | 2 | i | i | 6 | i | i | i | -1 | -7 | -4
CC(C)n1c(NCCO)nc2ccccc21 | i | 0 | i | i | 2 | i | i | i | -17 | -3 | 1
Cc1cn(CCC(=O)Nc2ccc(N3CCOCC3)cc2)c2ccccc12 | i | 3 | i | i | / | i | i | i | 3 | -8 | 0
COn1c(=O)c(=O)n(O)c2ccccc21 | i | 1 | i | i | 8 | i | i | i | -1 | -9 | -2
CCC(=O)c1ccc(Oc2nc3c(c(=O)n(C)c(=O)n3C)n2CC)cc1 | i | 1 | / | i | -2 | i | i | i | 0 | -4 | 2
COC(=O)C1CN(C(=O)C(C)Oc2ccccc2F)c2ccccc2O1 (stereo unspecified) | i | -1 | i | i | 0 | i | i | i | 9 | -2 | 1
Cc1cc(C)cc(C(=O)Nc2cc3c4c(c2)CC(=O)N4CCC3)c1 | i | 1 | i | i | 2 | i | i | i | 6 | -11 | -6
Oc1ccc(/C=N/N(c2ccccc2)c2ccccc2)c(O)c1O | i | 2 | i | i | -5 | i | i | i | 1 | -37 | 1
Cc1ccccc1N1C(=O)c2sc3nc4c(c(=O)n3c2C1=O)CCC4 | i | 0 | i | i | -7 | i | i | i | 11 | -11 | 1
